# Bioassay records as filed in PubChem BioAssay.
# TRHR ag = TRH receptor (human) agonism. TRHR cells, calcium flux fluo-8, FDSS agonist mode. activation, % at 2 µM. hit rate 0.18% among 360,000; in the data active means activation above about 30%; further: 0% is about no effect
#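 In this calcium-flux screen, cells bearing human TRHR are dye-loaded with fluo-8, baselined for 10 cycles, then exposed to library compounds; positive kinetic calcium responses during the agonist phase mark hits, with TRH as control.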
# IDH1 R132H inh = blocks human mutant IDH1 R132H enzyme. IDH1-R132H enzyme, NADPH consumption, diaphorase/resazurin fluorescence. O75874. Potency, µM (highest dose often 76.6 µM), inactives show at the highest dose activity change, negative = inhibition, hits mostly inhibitors. hit rate 0.093% among 390,000; further: potency means the concentration at half of the fitted maximal effect; on the % scale 0 is the no-effect control and ±100 the full control effect; nearly all actives have a fitted effect of over 65% in size
#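 IDH1-R132H (0.5 ug/mL dispensed) in pH 7.5 Tris buffer was preincubated 30 min with compound, then given a substrate mix of 0.016 mM NADPH and 2 mM alpha-KG for 80 min at room temperature; remaining NADPH was read by diaphorase/resazurin fluorescence.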
# USP1-UAF1 inh = USP1/UAF1 (human) deubiquitinase inhibition | O94782 | recombinant USP1/UAF1, Ub-Rhodamine cleavage fluorescence | Potency, µM (highest dose often 57.1 µM), for the others: at the top dose activity change, negative = inhibition, hits mostly inhibitors | hit rate 0.23% among 390,000 | AID 743255; further: potency means the concentration at half of the fitted maximal effect; on the % scale 0 is the no-effect control and ±100 the full control effect; nearly all actives have a fitted effect of over 60% in size; inactives centre near -12
# Target sequence (O94782 whole entry, looked up): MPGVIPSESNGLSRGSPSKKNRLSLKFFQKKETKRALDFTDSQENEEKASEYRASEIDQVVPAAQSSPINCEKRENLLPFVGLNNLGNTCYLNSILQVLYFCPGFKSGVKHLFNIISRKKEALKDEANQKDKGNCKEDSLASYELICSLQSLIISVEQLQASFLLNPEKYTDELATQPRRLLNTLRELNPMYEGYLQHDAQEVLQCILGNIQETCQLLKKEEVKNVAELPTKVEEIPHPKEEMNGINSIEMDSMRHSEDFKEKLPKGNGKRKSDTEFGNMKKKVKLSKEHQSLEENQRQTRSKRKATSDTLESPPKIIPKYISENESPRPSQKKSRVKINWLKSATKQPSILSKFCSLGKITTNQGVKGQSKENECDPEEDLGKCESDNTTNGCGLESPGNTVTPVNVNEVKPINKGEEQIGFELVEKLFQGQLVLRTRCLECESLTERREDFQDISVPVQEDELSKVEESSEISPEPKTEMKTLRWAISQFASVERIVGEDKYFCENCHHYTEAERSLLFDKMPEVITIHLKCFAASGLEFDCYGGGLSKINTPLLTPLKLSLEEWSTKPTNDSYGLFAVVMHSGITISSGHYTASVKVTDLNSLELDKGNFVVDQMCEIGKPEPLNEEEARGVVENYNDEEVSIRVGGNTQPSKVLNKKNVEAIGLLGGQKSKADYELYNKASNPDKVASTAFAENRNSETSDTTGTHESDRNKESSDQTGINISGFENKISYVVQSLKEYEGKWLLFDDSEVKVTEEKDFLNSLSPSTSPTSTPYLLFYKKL
#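 Step one: compound is pinned into 1nM USP1/UAF1 in HEPES pH 7.8 buffer with TCEP. Step two: 15 min room-temperature incubation. Step three: Ub-Rho (150nM final) starts cleavage, tracked by fluorescence over six one-minute reads.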
# PI4K2A block = PI4K2A (human) kinase inhibition; purified PI4K2A, ADP-Glo luminescence, 1 h; hits give low values; hit rate 0.13% among 420,000; activity change, negative = inhibition, % at 76.9 µM; AID 1346378; Q9BTU6; in the data active means activity change below about -50%; inconclusive means mostly about -30% to -49%;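 further: -100% = wells without enzyme as full effect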
#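 ADP-Glo luminescence measured ADP generated by PI4K2A enzyme (4 ug/mL before mixing) with 1.2 mM PI substrate (pre-mix) and 300 microM ATP (pre-mix). Tris pH7.5 buffer with MgCl2, Triton X-100; 1 h reaction at ambient temperature.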
# TRHR PAM = TRH receptor (human) allosteric enhancement; TRHR cells, fluo-8 calcium fluorescence, EC20 TRH enhancement; enhancement, % at 2 µM; hit rate 0.66% among 360,000; in the data active means enhancement above about 30%; further: 0% is about no effect
#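 TRHR-expressing cells loaded with fluo-8 calcium dye were read kinetically (ex 480/em 530) during compound addition, then stimulated with an EC20 of TRH (10 nM final). Enhancement of the Gq-mediated intracellular calcium response was scored.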
# rTrxR1 inhibitor = inhibitors of rat thioredoxin reductase 1; O89049; Potency, µM (highest dose often 114 µM), inactives show at the highest dose activity change, negative = inhibition, most hits filed as inhibitors; hit rate 1% among 390,000; recombinant rTrxR1, NADPH fluorescence consumption, selenite substrate; further: potency means the concentration at half of the fitted maximal effect; on the % scale 0 is the no-effect control and ±100 the full control effect; nearly all actives have a fitted effect of over 65% in size
#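 Rat TrxR1 (90 nM in the dispensed reagent) was pre-reduced with 400 uM NADPH for 5 min at room temperature, then incubated with compound for 15 min. After 400 uM selenite was added, NADPH fluorescence (Ex 340/Em 450 nm) was followed for 8 min.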
# TrxR1 substrate = is turned over as a substrate by rat TrxR1; purified TrxR1 substrate turnover, NADPH consumption readout; Potency, µM (highest dose often 114 µM), inactives show top-dose activity change, negative = substrate turnover; hit rate 0.01% among 390,000; further: potency means the concentration at half of the fitted maximal effect; on the % scale 0 is the no-effect control and ±100 the full control effect; nearly all actives have a fitted effect of over 50% in size
#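 Rat TrxR1, dispensed at 90 nM, was prereduced with 400 uM NADPH (final) for 5 min at ~22 deg C, then incubated with compound 15 min before 400 uM selenite. A first-read NADPH fluorescence drop versus no-compound background flagged substrates.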
# D2 antagonist = D2 dopamine receptor (human) antagonism | AID 485344 | hit rate 2% among 340,000 | inhibition, % at 10 µM | HEK293 TREx D2 cells, calcium flux, dopamine EC80; in the data active means inhibition above about 30%; further: 0% is about no effect
#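 Cells plated overnight at 30 C with tetracycline; no-wash calcium dye, 30–90 min RT; 10 s baseline; compound pinned; 180 s read; EC80 dopamine added; another 180 s read.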
# D2 ag = D2 dopamine receptor (human) agonism; P14416; HEK293 T-REx D2 cells, calcium flux agonist mode; activation, % at 2 µM; hit rate 0.53% among 340,000;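 active means activation over 3 SD above normal in the single-dose calcium agonist read, cut at about 30% in these data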; further: 0% is about no effect
#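 Agonism scored from kinetic calcium signal (1 read/sec, 180 s) following compound pin transfer, after a 10 s baseline. Cells: HEK293 Trex line expressing inducible D2 receptor coupled to calcium, dye-loaded after overnight culture at 30 C.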
# An asterisk follows results filed as active; ? = inconclusive; . = no result given; [ ] = remark or other dose. Unless noted, the call rests on the fitted dose curve; in most records, active means well fitted inhibition curve with a large enough effect; inconclusive means small, poorly fitted or top-dose-only effect; inactive means no such curve, though single readings can be large or run the other way.
SMILES,TRHR ag,IDH1 R132H inh,USP1-UAF1 inh,PI4K2A block,TRHR PAM,rTrxR1 inhibitor,TrxR1 substrate,D2 antagonist,D2 ag
CC1CC(=O)Nc2ccccc2N1S(=O)(=O)c1ccc(F)cc1F (stereo not given),0.6,2%,-16%,-3,26,2%[57.1 µM],-2%[57.1 µM],-2,2.8
COc1ccc(S(=O)(=O)NCCC(=O)NCc2ccccc2)cc1,-0.4,10%,-7%,9,-3,12%,-8%,-20,-0.3
CC(=O)N(C(C)=O)c1nc(-c2ccccc2)cn1/N=C/c1cccc([N+](=O)[O-])c1,0.1,20%,-7%,2,0,-9%[57.1 µM],6%[57.1 µM],-2,-1.9
COCCNc1nc(SCC(=O)N2CCN(c3ccccc3OC)CC2)nc2ccccc12,-0.1,6%,2%,0,3,7%[57.1 µM],2%,-27,3.0
CC1CCc2c(sc(NC(=O)c3cc(-c4ccc(Br)cc4)on3)c2C(N)=O)C1 (stereo not given),0.7,26%,-13%,2,4,-4%,-5%,.,0.7
O=S(=O)(Cc1ccccc1)NCc1cccnc1,0.2,-1%,-5%,1,-3,1%,-10%,4,0.0
COc1ccc(C(=O)CCC(=O)Nc2ccccc2C)cc1,-0.1,-7%,-11%,1,3,26%[57.1 µM],-3%[57.1 µM],.,-0.6
CC(C)c1ccc(NC2CCCN(C(=O)c3cccs3)C2)cc1 (stereo not given),0.3,19%,-15%,7,-1,-2%,-4%,4,1.5
COC(=O)c1sccc1S(=O)(=O)N(CC(=O)Nc1ccc(C)c(F)c1)c1ccc(C)c(C)c1,2.1,-10%,-4%,0,5,5%[57.1 µM],-4%[57.1 µM],.,0.1
CCOc1ccccc1C1N=C(N)Nc2nc3ccccc3n21 (stereo not given),1.0,-7%,-8%,-4,-1,19%,8%,.,-1.2
CC(C)(C)NC(=O)Nc1ccc2nccnc2c1,-0.4,8%,-6%,8,-3,-18%,187%[activator],10,-0.1
Cc1nn(Cc2ccccc2Cl)c(C)c1NC(=O)c1noc(C(C)C)c1[N+](=O)[O-],-0.3,1%,-5%,0,1,8%,-9%,8,0.0
CCC1SC2=NC(C)=C(C(=O)OCCOC)C(c3ccc(C(=O)OC)cc3)N2C1=O (stereo not given),0.4,6%,-13%,3,4,-26%,-2%,5,0.4
COc1ccccc1-c1cc(C(=O)NC(C)c2ccccc2)no1 (stereo not given),0.8,-6%,-11%,6,-7,11%,7%,61*,0.5
CCCc1cc(=O)[nH]c2nnc(SCC(=O)Nc3ccc4c(c3)OCCO4)n12,0.1,3%,?,4,3,12%[57.1 µM],-7%,-8,-0.1
COc1ccc(-c2[nH]ncc2CN2CCCN(C(=O)c3ccco3)CC2)cc1F,0.1,0%,-20%,3,-6,12%,1%,.,.
COc1cccc(CC(=O)Nc2cc(S(=O)(=O)N3CCOCC3)ccc2OC)c1,-0.2,11%,-12%,0,4,9%,1%,8,-1.4
CCN(C(=O)CN1C=NS(=O)(=O)c2ccccc21)c1ccccc1,1.2,1%,-11%,-3,-6,-8%,-15%,11,0.7
CCN(CC)C(=S)NC(=O)c1cc(OC)c(OC)c(OC)c1,0.2,0%,-9%,-4,-5,?,-7%,-7,-0.4
COc1ccc(C(C#N)=C2C=CC(=NO)C=C2)cc1,-0.3,4%,-11%,5,11,18%[57.1 µM],-1%[57.1 µM],.,.
CCOc1cc(C2C(C(=O)OC)=C(C)NC3=C2C(=O)c2ccccc23)ccc1O (stereo not given),0.3,4%,-21%,-3,1,-1%,-3%,.,.
O=C(COc1ccc(Cl)cc1Cl)Nc1c(-c2cccs2)nc2ccccn12,-0.4,2%,-21%,0,-4,10%,12%,-7,0.2
CCn1c(=O)c(=O)[nH]c2cc(C(=O)NC3CCCC3)ccc21,1.3,0%,-5%,0,-6,23%[57.1 µM],10%,-24,0.0
COc1cc(CN(C2CCCCC2C)S(=O)(=O)c2ccc(S(=O)(=O)NC3CC3)cc2)cc(OC)c1OC (stereo not given),0.5,-5%,-12%,0,-5,20%,3%,-5,3.5
NC(=O)CCCc1nc(-c2ccccc2)no1,0.5,2%,-5%,0,-3,20%[57.1 µM],5%[57.1 µM],7,0.3
COc1cc(C(C)=O)ccc1OCC(=O)Nc1cc(Cl)ccc1-n1cncn1,0.2,5%,-18%,0,6,-1%,-6%,0,0.5
N#C/C(=C\c1ccc[nH]1)C(=O)NC1CC1,0.0,0%,-15%,-2,2,-5%,-3%,-12,-1.1
OCCOCCn1c(CCNc2nc(-c3ccc(F)cc3)cs2)nc2cc(C(F)(F)F)ccc21,.,6%,-29%,0,.,5%[57.1 µM],3%[57.1 µM],.,.
Cc1nn2c(N3CCOCC3)cc(C(C)C)nc2c1-c1ccccc1,0.1,0%,-28%,-1,6,34%,7%,6,-0.4
c1ccc(-n2cnnc2SCc2nc3ccccc3s2)cc1,0.2,-5%,-14%,1,4,-6%,-2%,.,.
CC1CCC(NC(=O)c2cc3c(s2)CCCC3)CC1 (stereo not given),-0.5,5%,-6%,2,-3,11%[57.1 µM],3%[57.1 µM],-2,-1.1
CCOC(=O)C1CCCN(c2cc(=O)n(Cc3ccc(F)cc3)c(=O)[nH]2)C1 (stereo not given),0.0,-2%,10%,-1,1,-33%,5%,0,-2.8
O=C(NC1CCN(C(=O)Nc2ccccc2Cl)CC1)c1ccco1,0.3,3%,2%,-4,-5,-4%[57.1 µM],-1%[57.1 µM],-2,-0.4
Cc1ccc(S(=O)(=O)N2CCN(C(=O)CCC(=O)NC3CCCc4ccccc43)CC2)cc1 (stereo not given),-0.4,2%,-4%,0,0,-14%,-9%,21,-0.2
O=C(O)CCSc1nc2ccccc2n1-c1ccccc1,0.5,-7%,-8%,0,0,5%,-2%,19,0.8
CCOc1ccc(CNCCSc2nnnn2C)cc1,-0.3,6%,-18%,2,24,6%,5%[11.4 µM],.,0.0
O=C(COC(=O)C1CC2C=CC1C2)NCc1ccccc1Cl (stereo not given),-0.3,7%,-25%,-6,-1,3%,4%,-7,-0.7
CC(C)NC(=O)c1onc(CSc2ccc(Cl)cc2)c1C(=O)O,-0.2,-1%,-15%,1,0,19%,4%,-15,-1.4
Cc1ccc(NC(=O)CN(C)Cc2cc(=O)n3ccsc3n2)cc1,-0.1,3%,0%,2,-2,11%,-1%,-17,0.2
CC(C)C(=O)NC(c1cccc([N+](=O)[O-])c1)c1ccc2cccnc2c1O (stereo not given),-0.4,1%,-14%,3,2,15%[57.1 µM],8%[2.29 µM],-3,-0.3

# Of the compounds above, two contain a COOH group:
SMILES,TRHR ag,IDH1 R132H inh,USP1-UAF1 inh,PI4K2A block,TRHR PAM,rTrxR1 inhibitor,TrxR1 substrate,D2 antagonist,D2 ag
O=C(O)CCSc1nc2ccccc2n1-c1ccccc1,0.5,-7%,-8%,0,0,5%,-2%,19,0.8
CC(C)NC(=O)c1onc(CSc2ccc(Cl)cc2)c1C(=O)O,-0.2,-1%,-15%,1,0,19%,4%,-15,-1.4

# Additional compounds
SMILES,TRHR ag,IDH1 R132H inh,USP1-UAF1 inh,PI4K2A block,TRHR PAM,rTrxR1 inhibitor,TrxR1 substrate,D2 antagonist,D2 ag
Cc1ccc(-n2nnnc2SCC(=O)N(CC(C)C)c2c(N)n(CC(C)C)c(=O)[nH]c2=O)cc1,0.5,0%,-7%,-2,-6,28%,0%,21,-0.4
CCCCc1ccc(-c2csc(/C(C#N)=C/c3ccco3)n2)cc1,0.1,2%,-10%,-2,6,-16%,-5%,.,.
COc1ccccc1NC(=O)NCCN1C(=O)C2C3C=CC(C3)C2C1=O (stereo not given),-0.1,11%,-24%,-7,9,31%,6%,-15,0.4
O=C1c2cccc3c([N+](=O)[O-])ccc(c23)C(=O)N1CCc1ccccn1,0.3,12%,-14%,0,-10,-25%,-7%,5,2.8
CCOC(=O)C(/C=C(\C#N)C(=O)OCC)=C(/N)N1CCN(c2ccc(Cl)cc2)CC1,1.1,5%,-16%,5,4,-3%,-7%,8,0.2
OC1(c2cccc(C(F)(F)F)c2)CCN(c2ncnc3c2[nH]c2ccccc23)CC1,0.3,4%,-18%,3,4,8%[57.1 µM],28%[57.1 µM],5,0.3
CCCN(CCC)c1nc(C#N)nc(N(CCC)CCC)n1,-3.2,19%,-21%,-3,-4,-7%[0.0914 µM],1%,.,.
CCCn1c2ccccc2c2cnn(CC(=O)NCCCN(Cc3ccccc3)C(C)C)c(=O)c21,-0.9,-1%,13%,-2,16,7%,13%,.,-1.2
CN(C(=S)NC(=O)C1(C)CC1(Cl)Cl)c1ccccc1 (stereo not given),1.0,-5%,-5%,4,8,-4%,-2%,-2,-0.9
COc1ccc(-c2coc3cc(OC4OC(CO)C(O)C(O)C4O)ccc3c2=O)cc1 (stereo not given),0.7,-5%,-5%,0,1,15%,0%,-20,0.5
CC1CCN(S(=O)(=O)c2ccc3nc(NCc4ccccc4)ccc3c2)CC1,-0.7,-3%,?,-7,1,13%[57.1 µM],3%[57.1 µM],.,0.0
COc1cc(NC(=O)Cn2cc(S(=O)(=O)c3ccccc3)c(=O)c3ccccc32)cc(OC)c1,0.1,-13%,-30%,-5,1,-11%,-12%,.,0.4
COc1ccc(/C=C/C(=O)c2ccc3c4c(cccc24)CC3)cc1OC,0.5,6%,-14%,2,2,1%,-5%,9,0.7
COC(=O)[C@@H](NC(=O)N1CCN(C(=O)C2COc3ccccc3O2)CC1)C(C)C (stereo not given in full),-0.1,-4%,-28%,1,-9,6%,6%,6,0.0
COc1cc(/C=C2\N=C(C)OC2=O)cc(Cl)c1OC(C)=O,0.8,-1%,-17%,-2,-18,40µM*,-5%,-13,0.3

# Some of the entries so far, with values under each structure.
# Order of results – TRHR ag, IDH1 R132H inh, USP1-UAF1 inh, PI4K2A block, TRHR PAM, rTrxR1 inhibitor, TrxR1 substrate, D2 antagonist, D2 ag
- COC(=O)[C@@H](NC(=O)N1CCN(C(=O)C2COc3ccccc3O2)CC1)C(C)C (stereo not given in full)
    -0.1, -4%, -28%, 1, -9, 6%, 6%, 6, 0.0
- COc1cc(/C=C2\N=C(C)OC2=O)cc(Cl)c1OC(C)=O
    0.8, -1%, -17%, -2, -18, 40µM*, -5%, -13, 0.3
